From PubChem
DAGLB inhibitor: diacylglycerol lipase beta (human) inhibition; Q8NCG7; HEK293T DAGLB membrane lysate, EnzChek fluorogenic substrate; inhibition, % at 5.17 µM; 340,000 tested, 0.059% active; in the data active means inhibition above about 34%;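 further: 0% = enzyme with vehicle and 100% = wells lacking enzyme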
Keap1 Nrf2 FP: disrupts human Keap1 binding to Nrf2 peptide; Keap1 Kelch-Nrf2 peptide fluorescence polarization, 1536-well; inhibition, % at 9.4 µM; 340,000 tested, 0.15% active; in the data active means inhibition above about 12%;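 further: human Keap1 Kelch domain with fluorescein labeled Nrf2 9mer peptide probe; 0% = neutral control wells and 100% = peptide positive control; higher means more block of Keap1 binding to Nrf2 peptide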
CAL PDZ FP-1: inhibitors of human CAL PDZ peptide binding; 300,000 tested, 0.92% active; inhibition, % at 24.9 µM; AID 602252; purified CAL PDZ, TMR-peptide fluorescence polarization, 1 h;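 active means mean inhibition of at least 30% with at least half of replicates also reaching 30%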;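 further: 0% = DMSO neutral control and 100% = excess unlabeled competitor peptide PRC23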
Pemphigus Ab inh: inhibitors of pemphigus antibody binding to human desmoglein-3; P32926; DSG3-coupled beads, scFv-anti-DSG3-GFP binding, flow cytometry; active compounds read low; binding (percent of control), % at 10 µM; 310,000 tested, 0.48% active;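 active means binding more than 3 SD below its plate's average and above zero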;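 further: hits lower antibody fragment binding to DSG3; some compounds called inactive have numbers as strong as hits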
Arr AP2 block: inhibitors of human beta-arrestin and AP2 interaction | 340,000 tested, 0.31% active | AID 504490 | inhibition, % at 10 µM | FITC-arrestin peptide / GST-AP2 beads, flow cytometry; AP2 beta2 appendage carries R879A mutation;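 active means inhibition above a set limit, near 3 SD of compounds lacking own fluorescence, cut at about 54% in these data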;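 further: plate controls were DMSO wells for no effect and 5 µM unlabelled arrestin peptide for full effect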
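Material – GST-tagged AP2 beta2-adaptin appendage (R879A) on 4 µm glutathione beads · Probe or stimulus – fluorescein-tagged arrestin peptide at 50 nM final · Timing – 12 min plus 1 h, RT · Detection – bead flow cytometry, FITC channel · Read-out basis – inhibition as reduced fluorescein signal on beads, percent · Medium – PBS plus Tween 20 (0.05%) and BSA (0.1%)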
RTF Ca sens inh: cardiac RTF calcium desensitization. IANBD-labeled cardiac RTF, Ca2+ fluorescence. inhibition, % at 7.15 µM. P19429+P45379. AID 493244. 340,000 tested, 0.12% active;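 active means inhibition above the mean inhibition of all tested compounds plus 3 SD, cut at about 17% in these data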;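 further: assay run at fixed EC70 calcium of 1.6 mM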
C-LANA FP: blocks KSHV LANA C-terminal domain binding to DNA. AID 504423. inhibition, % at 9 µM. 340,000 tested, 0.078% active. MBP-C-LANA/FAM-LBS DNA binding, fluorescence polarization;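 active means highest replicate inhibition at or above 60% at 9 µM, even if other replicates fall short; inactive means all replicates below 60% inhibition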;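 further: 0% = neutral control wells and 100% = 4 µM acridine orange control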
V-ATPase pHluor: regulators of yeast V-ATPase proton transport; S. cerevisiae, pHLuorin cytosolic pH fluorescence; AID 504577; 350,000 tested, 0.37% active; response, % at 10 µM; in the data active means response mostly above about 7.3%, no sharp cut-off; inactive means mostly below about 5.4%; further: actives read high; inactives centre near 0; some compounds called inactive have numbers as strong as hits
NSD2 HMT inh: inhibitors of human histone methyltransferase NSD2; NSD2 peptide methylation, AlphaScreen, 120 min; inhibition, % at 12.5 µM; 310,000 tested, 0.54% active; AID 743445; in the data active means inhibition above about 50%
Target sequence (O96028 whole entry, looked up): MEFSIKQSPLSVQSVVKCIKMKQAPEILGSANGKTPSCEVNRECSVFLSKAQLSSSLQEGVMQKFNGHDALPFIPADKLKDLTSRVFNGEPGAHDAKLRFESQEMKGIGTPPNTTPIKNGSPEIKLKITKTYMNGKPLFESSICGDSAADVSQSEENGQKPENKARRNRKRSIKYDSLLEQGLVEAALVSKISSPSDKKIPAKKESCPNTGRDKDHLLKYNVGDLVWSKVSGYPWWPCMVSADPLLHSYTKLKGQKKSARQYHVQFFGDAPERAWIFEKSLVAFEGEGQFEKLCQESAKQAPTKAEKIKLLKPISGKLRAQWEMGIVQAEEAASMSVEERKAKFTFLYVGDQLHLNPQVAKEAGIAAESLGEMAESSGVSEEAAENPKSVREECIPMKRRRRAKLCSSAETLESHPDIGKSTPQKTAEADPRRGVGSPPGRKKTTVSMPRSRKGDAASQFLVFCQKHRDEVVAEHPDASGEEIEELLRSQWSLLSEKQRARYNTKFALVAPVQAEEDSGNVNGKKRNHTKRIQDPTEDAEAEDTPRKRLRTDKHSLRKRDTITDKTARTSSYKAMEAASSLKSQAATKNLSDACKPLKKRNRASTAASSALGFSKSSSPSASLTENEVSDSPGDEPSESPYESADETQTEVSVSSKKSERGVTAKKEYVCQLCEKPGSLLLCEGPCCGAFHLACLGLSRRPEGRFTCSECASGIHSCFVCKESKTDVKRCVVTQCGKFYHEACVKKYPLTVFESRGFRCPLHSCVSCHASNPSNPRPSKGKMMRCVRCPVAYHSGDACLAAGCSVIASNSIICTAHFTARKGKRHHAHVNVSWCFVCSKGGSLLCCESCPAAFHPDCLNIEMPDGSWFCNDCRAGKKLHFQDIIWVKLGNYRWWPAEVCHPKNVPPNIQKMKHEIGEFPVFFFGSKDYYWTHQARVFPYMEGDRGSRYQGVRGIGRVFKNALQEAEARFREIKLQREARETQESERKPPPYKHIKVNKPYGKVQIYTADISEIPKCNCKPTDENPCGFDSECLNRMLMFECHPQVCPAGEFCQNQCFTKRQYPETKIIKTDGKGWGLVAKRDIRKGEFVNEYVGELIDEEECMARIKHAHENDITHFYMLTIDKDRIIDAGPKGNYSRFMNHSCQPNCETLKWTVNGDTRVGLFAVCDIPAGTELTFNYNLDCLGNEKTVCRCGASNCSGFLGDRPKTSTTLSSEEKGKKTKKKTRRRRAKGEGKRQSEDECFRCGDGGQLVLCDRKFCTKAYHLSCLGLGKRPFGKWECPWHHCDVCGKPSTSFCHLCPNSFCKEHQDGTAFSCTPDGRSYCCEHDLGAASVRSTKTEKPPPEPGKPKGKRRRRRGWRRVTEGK
CAL PDZ FP-2: blocks peptide binding to human CAL PDZ domain; Q9HD26; purified CAL PDZ, TMR-peptide fluorescence polarization, 1 h; inhibition, % at 20 µM; 330,000 tested, 0.02% active; AID 504414;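 active means highest replicate inhibition of at least 40%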;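 further: plate controls were DMSO neutral control wells for no effect and unlabeled competitor peptide control wells for full effect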
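Read-out basis: mP drop reported as inhibition | Assay system: Tagged CAL PDZ protein CerCALP, purified | Benchmarks: Unlabelled peptide for full inhibition, DMSO wells as neutral | Schedule: 1 h incubation at room temperature before polarization reading | Buffer or medium: Sodium phosphate/NaCl buffer pH 7.4 with TCEP, IgG, Thesit | Doses: Single point, 20 µM | Measured by: Fluorescence polarization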
Starred values were filed as active, the others as inactive; . = not tested or not shown. The list is partial (hit frequency here may not be typical).

SMILES	DAGLB inhibitor	Keap1 Nrf2 FP	CAL PDZ FP-1	Pemphigus Ab inh	Arr AP2 block	RTF Ca sens inh	C-LANA FP	V-ATPase pHluor	NSD2 HMT inh	CAL PDZ FP-2
CCCNC(=O)CSc1ccc(S(=O)(=O)N2CCCC2)cn1	-2	-3	-1	.	5	-7	0.5	4	1	0.3
CCN1CCN=C1Nc1ccccc1	0	-1	-2	102	-1	-7	1.6	1	.	-0.1
CNC(=O)C1CCN(S(=O)(=O)c2c(C)noc2/C=C/c2cccc(C)c2)CC1	-4	-2	.	100	-4	-13	-0.4	3	6	-1.1
CC(=O)c1ccc(NC(=O)CCS(=O)(=O)c2ccc3c(c2)n(C)c(=O)c(=O)n3C)cc1	-2	4	.	107	-4	1	0.1	-2	.	0.1
C=CCn1c(=N)n(CC(=O)c2cccc([N+](=O)[O-])c2)c2ccccc21	-1	3	14	.	-5	5	1.7	-3	0	-1.1
O=C(CN1C(=O)S/C(=C\c2cccs2)C1=O)Nc1ccc(C(=O)O)c(O)c1	5	-5	.	101	3	-10	-1.3	-3	27	-2.4
CC1Sc2ccc(S(=O)(=O)CCC(=O)Nc3ccc(C(C)C)cc3)cc2NC1=O (stereo not given)	1	3	-2	108	-48	-8	-0.3	-6	-3	-2.0
COCCn1c(=S)[nH]c2cc(C(=O)NC(C)C)ccc2c1=O	1	6	-1	111	-12	2	0.5	1	-1	-1.5
CCCCn1c(SCC(=O)Nc2nnc(C)s2)nnc1-c1ccncc1	0	0	-2	101	4	-1	0.8	1	0	-0.3
CCCCCCN=C1CC(C)(C)CC(=O)/C1=C(/O)CCC	-10	5	5	115	38	-2	0.1	2	-7	-1.0
CC(C)Sc1nc2ccccc2c(=O)[nH]1	0	3	-4	107	17	-2	-1.0	-2	-1	-2.5
CC1CC(NC(=O)c2c(O)nc3ccccn3c2=O)CC(C)(C)C1 (stereo not given)	0	-6	-1	125	9	9	0.4	6	-5	-0.7
CC(=O)c1ccc(OCCCC(=O)Nc2ccc(C)c(S(=O)(=O)N(C)C)c2)cc1	-1	-8	-2	95	3	2	-0.9	-2	2	-1.4
N#Cc1cnn(Cc2ccccc2)c1N	-4	2	4	.	-5	0	1.3	0	-3	-1.1
COc1ccc(-c2cc(N3C(=O)Nc4ccccc4N3O)n[nH]2)c(OC)c1	0	-1	-4	83	10	-1	-0.5	0	-2	-2.8
Cc1ccc(CN2C3=NCCCN3c3ccccc32)cc1	0	-8	-3	114	3	2	-0.2	1	.	-1.8
Cc1ccc(S(=O)(=O)Nc2nc(C)c(C(=O)Nc3ccccc3)s2)cc1	6	-6	-1	92	11	-1	0.2	-1	-5	-1.7
Clc1ccc(N2CCN(Cc3ccc(Br)o3)CC2)cc1	-13	-4	5	109	-1	1	-2.1	-4	-1	-1.1
CCn1c(C)c(C)c2cc(C(=O)NCCN3CCCCCC3)ccc21	3	-8	-8	119	1	-5	-3.1	0	14	-0.4
CCN(CC)c1nc(C)nc2c1cnn2CCc1ccccc1	-7	-6	-1	104	-7	-13	-0.6	-1	-5	-1.3
Cn1cnc([N+](=O)[O-])c1NC(C)(C)C	1	4	3	.	-1	2	5.2	6	-1	0.6
O=C(Nc1nccs1)c1ccc(COc2ccccc2Br)o1	-3	-5	-3	102	-1	-3	-0.4	2	-1	-1.5
Cc1nc(NC(=O)c2ccc([N+](=O)[O-])cc2Cl)sc1C(=O)N(C)C	1	-7	-5	96	15	-4	4.2	-1	-1	-0.6
COc1ccc(N2CCN(C(=O)Cc3nn(C)c(=O)c4ccccc34)CC2)cc1	1	-4	1	97	5	-4	0.0	-2	-5	-1.9
Cc1cccc(NCC(=O)N/N=C\c2c[nH]c3ccccc23)c1	3	-1	-7	88	2	1	-1.9	0	3	-2.4
COc1ccccc1NC(=O)C(C)Sc1nc2ccccc2c(=O)n1CC1CCCO1 (stereo not given)	-6	-6	-2	95	-4	-4	0.3	6	-1	-3.4
CCC(C)NC(=O)Cn1nc(C(F)(F)F)c2c1CCC2 (stereo not given)	0	-5	-4	116	-25	5	-1.0	7	-3	-1.4
CCCCOc1cccc(NC(=O)CSc2nncn2C)c1	1	2	-5	111	-4	-3	-1.0	-3	15	-0.9
O=c1cc(/C=C/c2ccccc2)oc2ccccc12	-3	0	.	98	5	-10	0.4	-3	1	-4.5
CCc1cccc(NC(=O)CN(C)S(=O)(=O)c2cccc3cccnc23)c1	-2	3	-1	96	35	7	-8.7	-6	-1	0.2
NC(=O)c1ccc(NC(=O)COc2ccc(-n3cnnn3)cc2)cc1	2	7	-3	.	8	-10	-0.5	-1	2	1.8
O=C(CCN1CCN(Cc2ccccc2)CC1)Nc1ccccc1Cl	1	-2	-4	103	-8	-1	1.1	1	4	-1.7
CC1CCN(S(=O)(=O)c2ccc3c(c2)c(=O)c(C(=O)NCc2ccco2)cn3C)CC1	-1	-4	3	107	-10	-4	-0.9	1	-1	-0.5
CCOC(=O)C1=C(C(F)(F)F)Nc2ncnn2C1c1ccc(OC)c(OC)c1OC (stereo not given)	1	-4	3	105	1	4	-1.6	0	-1	-0.6
Cc1cccc(NC(=O)c2sc3nc4c(c(-c5cccs5)c3c2N)CN(C)CC4)c1	3	-5	-2	100	-2	-7	2.3	2	6	3.5
CCCn1c(=N)n(CC(O)COc2cccc(C)c2)c2ccccc21 (stereo not given)	1	1	11	.	2	-5	-0.9	2	4	-0.9
COc1cc(NC(=O)C2CCN(S(=O)(=O)c3cnc[nH]3)CC2)cc(OC)c1OC	-3	1	-2	98	-4	-1	0.7	-2	2	-2.2
Cc1cc(C)c2c3c(sc2n1)C(=O)N(c1ccccc1C)CC(=O)N3	0	-5	74*	105	-21	-7	-0.4	0	-2	-0.8
CC1CCN(c2ccc3nnc(CCC(=O)Nc4cc(F)ccc4F)n3n2)CC1	-2	-2	-4	.	7	-8	1.1	1	.	-3.5
O=C(Nc1ccc(F)cc1)C1CC(=O)n2cnnc2N1 (stereo not given)	-1	-3	-2	99	-1	-1	4.8	4	-1	-0.1
C=C(C)Cn1c(Sc2nnc(C)s2)nc2c1c(=O)[nH]c(=O)n2C	2	2	-3	95	-11	-1	1.0	2	-5	-0.4
O=C(Nc1ccc(F)cc1)Nc1nnc(Cc2ccccc2)s1	0	-1	0	120	-6	-6	12	-1	-3	0.0
O/N=C/c1ccc2cccc(OCc3ccccc3)c2n1	-9	-7	-3	99	15	2	-1.3	4	-1	-1.5
CN(C(=O)COC(=O)C(Cc1ccccc1)NC(=O)c1ccccc1)c1ccccc1 (stereo not given)	2	-1	7	110	5	0	0.6	-3	-1	-3.0
CCN(CC)c1nc(N)c(C#N)c(CC#N)c1C#N	0	-6	0	114	6	-8	1.9	-1	.	-1.0
CC(C)CC(NC(=O)C1CCCN1C(=O)[C@@H](C)NC(=O)OCc1ccccc1)C(=O)NCC(N)=O (stereo not given in full)	-2	-1	-1	93	4	-8	-1.2	-3	3	-0.3
COC(=O)c1ccc(SCc2ccccc2)nc1	.	.	.	106	10	.	.	3	-5	.
COCCNC(=O)c1cc2c(=O)n3cccc(C)c3nc2n1C	1	1	.	98	18	-19	-1.1	-5	.	-0.9
COCCSc1ccccc1C(=O)Nc1ccncc1	-3	-3	-1	111	30	-10	0.3	1	2	-1.0
CC(C)NS(=O)(=O)c1ccc(NC(=O)Cc2ccsc2)cc1	1	-7	-3	91	0	-6	0.5	0	-4	0.1
COC(=O)N/N=C/c1cccc(OC(=O)c2ccc3c(c2)OCO3)c1	-1	1	-4	100	13	-1	0.0	-3	-1	-1.1
Cc1ccc2[nH]c(=O)c(CN(Cc3ccccc3)C(=S)NCCCN(C)C)cc2c1	3	-3	-1	106	7	-14	-1.3	-1	6	-3.8
NNC(=O)Cn1c(COc2ccc(Cl)cc2)nc2ccccc21	4	-5	-4	132	2	-5	-0.1	-1	-1	-3.1
CSCCC(NS(=O)(=O)c1ccccc1F)C(=O)NCc1cccs1 (stereo not given)	2	1	0	.	8	-12	0.4	3	-2	0.0
O=C(Nc1cccc(NC(=O)c2ccco2)c1)c1cnccn1	-2	1	1	102	3	-3	-2.5	3	.	-0.2
CCc1nn(CC(=O)NC2CCN(Cc3ccccc3)CC2)c(=O)c2cc3cc(F)ccc3n12	1	-2	-3	99	4	-3	0.2	-1	0	-2.9
O=C(Cc1cc(=O)[nH][nH]1)N/N=C/C=C/c1ccccc1	6	1	-1	105	-7	-11	0.4	3	2	-0.7
COc1ccc2c(c1)C(=O)C(=O)N2	-3	0	-2	102	1	6	1.7	3	.	0.6
Fc1ccc(-n2c(-c3ccco3)n[nH]c2=S)cc1	-4	-3	2	99	-12	-5	-2.8	1	3	0.3
CCc1nc2ccccc2n1CCC(C)C	-4	-1	0	100	20	-13	0.5	1	1	.
Remaining list, next part:
SMILES	DAGLB inhibitor	Keap1 Nrf2 FP	CAL PDZ FP-1	Pemphigus Ab inh	Arr AP2 block	RTF Ca sens inh	C-LANA FP	V-ATPase pHluor	NSD2 HMT inh	CAL PDZ FP-2
CC(C)CNC(C)C(=O)Nc1ccc(S(N)(=O)=O)cc1 (stereo not given)	2	-2	-8	101	13	-6	1.5	0	3	-0.2
Cn1cnnc1SC(C(=O)c1ccccc1)c1ccccc1 (stereo not given)	-2	0	2	95	-4	-1	-1.8	-1	-1	-1.0
O=C(O)c1ccccc1N=Nc1c(O)[nH]c2ccc([N+](=O)[O-])cc12	8	1	-1	106	8	5	4.5	7	.	2.0
COc1ccc(-c2cc3nc4c(c(N5CCC6(CC5)OCCO6)n3n2)CCC4)cc1	-4	-1	-3	110	-15	0	-1.5	2	-24	-2.3
COCCNC(=O)c1onc(CSc2cccc(C)c2)c1C(=O)O	0	-2	-4	100	5	-23	-1.5	-3	.	0.6
c1ccc(Cc2nnc3sc(-c4ccccn4)nn23)cc1	2	0	.	100	-1	0	-0.1	11*	0	-2.8
Cc1ccc(C(=O)NCC(=O)Nc2cc(C)ccn2)cc1	-2	-1	-12	.	-19	-7	2.6	5	-5	-2.1
